# Screening results deposited in PubChem by National Center for Advancing Translational Sciences (NCATS).
# USP1 inh – USP1/UAF1 (human) deubiquitinase inhibition | O94782 | recombinant USP1/UAF1, Ub-Rhodamine cleavage fluorescence | Potency, µM (titrated, usually from 57.1 µM), for inactives: at the top dose activity change, negative = inhibition, most hits filed as inhibitors | hit rate 0.23% among 390,000 | AID 743255; also: potency is read from the fitted curve at half-maximal effect; % is scaled to controls: 0 for no effect and ±100 for the full control effect; nearly all actives have a fitted effect of over 60% in size; inactives centre near -12
#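 Step one: compound is pinned into 1nM USP1/UAF1 in HEPES pH 7.8 buffer with TCEP. Step two: 15 min room-temperature incubation. Step three: Ub-Rho (150nM final) starts cleavage, tracked by fluorescence over six one-minute reads.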
# Pin1 inh – inhibitors of human Pin1. hit rate 0.009% among 390,000. Q13526. AID 504891. Pin1 FP peptide displacement, HiFluor488, 10 min. Potency, µM (top dose mostly 115 µM), without a hit: top-dose activity, negative = inhibition, most hits filed as inhibitors; active = well fitted inhibition curve with a large enough effect in the polarisation, with a control signal flat, not every such curve was filed as active; inconclusive = small, poorly fitted or top-dose-only effect, or effect the other way, or a change in a side signal; inactive = no such curve, though single readings can be large or run the other way; the % refers to the polarisation; also: potency is read from the fitted curve at half-maximal effect; % is scaled to controls: 0 for no effect and ±100 for the full control effect
# Target sequence (Q13526 whole entry, looked up): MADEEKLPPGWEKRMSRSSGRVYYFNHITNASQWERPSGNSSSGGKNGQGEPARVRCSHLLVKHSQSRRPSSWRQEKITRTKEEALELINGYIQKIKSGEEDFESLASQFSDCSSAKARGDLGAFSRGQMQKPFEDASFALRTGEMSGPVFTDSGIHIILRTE
# TrxR1 inh – rat TrxR1 inhibition; Potency, µM (highest dose often 114 µM), without a hit: top-dose activity change, negative = inhibition, actives largely listed as inhibitors; hit rate 1% among 390,000; recombinant rTrxR1, NADPH fluorescence consumption, selenite substrate; O89049; also: potency is read from the fitted curve at half-maximal effect; % is scaled to controls: 0 for no effect and ±100 for the full control effect; nearly all actives have a fitted effect of over 65% in size
# Target sequence (O89049 whole entry, looked up): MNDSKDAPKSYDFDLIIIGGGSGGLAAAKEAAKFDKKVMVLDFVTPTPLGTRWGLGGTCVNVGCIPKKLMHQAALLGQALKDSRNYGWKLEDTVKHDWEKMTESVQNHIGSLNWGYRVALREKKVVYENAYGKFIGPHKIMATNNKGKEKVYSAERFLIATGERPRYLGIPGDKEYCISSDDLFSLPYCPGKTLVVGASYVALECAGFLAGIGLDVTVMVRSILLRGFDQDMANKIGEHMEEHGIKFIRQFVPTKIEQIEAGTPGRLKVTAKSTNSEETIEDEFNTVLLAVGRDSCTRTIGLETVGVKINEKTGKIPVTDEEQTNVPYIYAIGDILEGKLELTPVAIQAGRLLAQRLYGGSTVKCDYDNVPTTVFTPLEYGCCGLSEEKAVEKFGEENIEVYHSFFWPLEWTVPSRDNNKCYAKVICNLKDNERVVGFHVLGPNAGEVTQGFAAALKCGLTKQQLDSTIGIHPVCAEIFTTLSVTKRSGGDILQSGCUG
#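 Rat TrxR1 (90 nM in the dispensed reagent) was pre-reduced with 400 uM NADPH for 5 min at room temperature, then incubated with compound for 15 min. After 400 uM selenite was added, NADPH fluorescence (Ex 340/Em 450 nm) was followed for 8 min.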
# D2 agonist – activates the human D2 dopamine receptor | hit rate 0.53% among 340,000 | P14416 | AID 485358 | activation, % at 2 µM | HEK293 T-REx D2 cells, calcium flux agonist mode;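 active = activation over 3 SD above normal in the single-dose calcium agonist read, cut at about 30% in these data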; also: 0% is about no effect
#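 Calcium-flux readout, 1 cycle/sec over 180 s following compound pin transfer, in inducible HEK293 Trex D2 cells (force-coupled); dopamine controls included. Positive calcium responses during this window marked compounds as potential agonists.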
# mIDH1 inhibitor – inhibitors of human mutant IDH1 R132H; IDH1-R132H enzyme, NADPH consumption, diaphorase/resazurin fluorescence; AID 602179; O75874; hit rate 0.093% among 390,000; Potency, µM (highest dose often 76.6 µM), for inactives: at the top dose activity change, negative = inhibition, hits mostly inhibitors; also: potency is read from the fitted curve at half-maximal effect; % is scaled to controls: 0 for no effect and ±100 for the full control effect; nearly all actives have a fitted effect of over 65% in size
#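 IDH1-R132H (0.5 ug/mL dispensed) in pH 7.5 Tris buffer was preincubated 30 min with compound, then given a substrate mix of 0.016 mM NADPH and 2 mM alpha-KG for 80 min at room temperature; remaining NADPH was read by diaphorase/resazurin fluorescence.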
# D2 antag – antagonizes the human D2 dopamine receptor | P14416 | HEK293 TREx D2 cells, calcium flux, dopamine EC80 | inhibition, % at 10 µM | hit rate 2% among 340,000; in the data active = inhibition above about 30%; also: 0% is about no effect
#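 Tetracycline-induced HEK293 TREx cells expressing D2 receptor forced-coupled to calcium signalling, loaded with no-wash calcium dye. Compounds added and calcium flux read 180 s, then dopamine added at EC80 and read a further 180 s.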
# TrxR1 substrate – substrates of rat thioredoxin reductase 1; O89049; purified TrxR1 substrate turnover, NADPH consumption readout; Potency, µM (series often up to 114 µM), inactives show at the highest dose activity change, negative = substrate turnover; hit rate 0.01% among 390,000; also: potency is read from the fitted curve at half-maximal effect; % is scaled to controls: 0 for no effect and ±100 for the full control effect; nearly all actives have a fitted effect of over 50% in size
#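 Rat TrxR1, dispensed at 90 nM, was prereduced with 400 uM NADPH (final) for 5 min at ~22 deg C, then incubated with compound 15 min before 400 uM selenite. A first-read NADPH fluorescence drop versus no-compound background flagged substrates.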
# TRHR agonist – agonists of human TRH receptor; TRHR cells, calcium flux fluo-8, FDSS agonist mode; activation, % at 2 µM; hit rate 0.18% among 360,000; AID 493084; in the data active = activation above about 30%; also: 0% is about no effect
# Target sequence (P34981 whole entry, looked up): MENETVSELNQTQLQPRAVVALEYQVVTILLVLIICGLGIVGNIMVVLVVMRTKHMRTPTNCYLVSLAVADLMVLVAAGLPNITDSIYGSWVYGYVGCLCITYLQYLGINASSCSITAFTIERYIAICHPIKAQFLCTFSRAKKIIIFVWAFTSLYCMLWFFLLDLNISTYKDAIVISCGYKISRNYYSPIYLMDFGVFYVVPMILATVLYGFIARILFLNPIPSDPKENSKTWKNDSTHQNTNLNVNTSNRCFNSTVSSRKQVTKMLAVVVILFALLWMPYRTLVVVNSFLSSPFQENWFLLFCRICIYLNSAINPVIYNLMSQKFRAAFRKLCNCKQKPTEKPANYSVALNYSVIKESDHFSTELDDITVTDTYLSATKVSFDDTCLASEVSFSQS
#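 Agonist-mode FDSS calcium read (Ex 480/Em 530, 1 s cycles) in 1536-well TRHR cells with fluo-8 dye, after 10-cycle baseline and 23 nL compound addition; TRH at EC20 (10 nM final) added afterwards for the enhancer phase.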
# TRHR enhancer – allosterically enhances the human TRH receptor; hit rate 0.66% among 360,000; enhancement, % at 2 µM; TRHR cells, fluo-8 calcium fluorescence, EC20 TRH enhancement; P34981; in the data active = enhancement above about 30%; also: 0% is about no effect
#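 TRHR-expressing cells loaded with fluo-8 calcium dye were read kinetically (ex 480/em 530) during compound addition, then stimulated with an EC20 of TRH (10 nM final). Enhancement of the Gq-mediated intracellular calcium response was scored.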
# Starred values were filed as active, the others as inactive; ? = inconclusive; . = no result given; & = joins results of further samples; [ ] = dose if it differs, or a comment. Unless noted, calls follow the shape of the dose curve; as a rule, active = well fitted inhibition curve with a large enough effect; inconclusive = small, poorly fitted or top-dose-only effect; inactive = no such curve, though single readings can be large or run the other way.
# Every second line gives: USP1 inh | Pin1 inh | TrxR1 inh | D2 agonist | mIDH1 inhibitor | D2 antag | TrxR1 substrate | TRHR agonist | TRHR enhancer
- CCc1cccc(NC(=O)CN2C(=O)COc3ccc(S(=O)(=O)Nc4ccccc4)cc32)c1
 : -10% | 2% | -6% | . | -16% | . | -15% | 1.1 | -22
- Cc1nc(-c2ccc(F)cc2)sc1CCNC(=O)C(=O)Nc1ccc2c(c1)OCO2
 : -9% | -5% | 23%[57.1 µM] | 0.2 | -10% | . | 8%[57.1 µM] | 0.1 | 4
- COc1ccc(/C=C/C(=O)Nc2cc(F)ccc2C)cc1S(=O)(=O)N1CCOCC1
 : -29% | 1% | 13% | -0.4 | -8% | 11 | -3% | 0.2 | 3
- Cc1cccc(C(=O)Nc2c3c(nn2-c2ccc(Cl)cc2)CS(=O)(=O)C3)c1
 : -12% | -14% | 5%[57.1 µM] | -1.2 | 5% | . | -1%[57.1 µM] | -0.9 | -6
- CCOC(=O)C1=C(COC(=O)c2ccc(OC)c(OC)c2OC)NC(=O)NC1C (stereo not drawn)
 : 2% | -3% | 3% | . | -2% | . | -6% | -0.7 | -5
- COc1ccccc1N1C(=NC(=O)CCC2CCCC2)SC2CS(=O)(=O)CC21 (stereo not drawn)
 : -20% | 1% | 21% | -0.1 | -2% | -3 | 6% | 0.4 | 1
- COc1ccc(Nc2c(-c3ccc(C)cc3)nc3cnccn23)cc1
 : -21% | 3% | -2% | -0.3 | 5% | -15 | -6% | -0.5 | 0
- COc1ccc(NC(=O)c2ccc(Cl)nc2)cc1S(=O)(=O)N1CCCCC1
 : 4% | 1% | 7%[57.1 µM] | 0.3 | 14% | 5 | 5%[57.1 µM] | -0.9 | -3
- CC1CC(C)CN(S(=O)(=O)c2ccc3c(c2)C(C)(C)C(=O)N3C)C1 (stereo not drawn)
 : -15% | -10% | 15% | -0.2 | 22% | 7 | 4% | -0.6 | 3
- C=CCSc1nnc(-c2sc(-c3ccccc3)nc2C)n1C
 : -25% | 0% | -27% | -1.3 | 1% | 10 | 108%[activator] | 0.0 | 2
- COc1ccc(N(C(=O)CNC(=O)c2ccco2)C(C(=O)NC2CCCC2)c2ccc(C)o2)cc1 (stereo not drawn)
 : -11% | -3% | 27%[57.1 µM] | 0.8 | -6% | -1 | 13%[57.1 µM] | 1.7 | -2
- O=C(NCCN1CCOCC1)c1cccn2c(=O)c3c4c(sc3nc12)CCCC4
 : . | . | . | 0.3 | . | -5 | . | 0.1 | 2
- O=C(CSc1nnc(CNc2ccc(F)cc2)n1Cc1ccccc1)NCc1ccco1
 : -22% | -8% | 17% | -0.1 | 1% | -4 | 5% | 0.3 | -4
- Cc1cc(Cl)cc(C)c1OCCOCCNCc1ccccc1
 : -18% | -5% | 25% | . | 4% | . | 3% | 1.4 | -7
- COc1ccc(CN2CCNC(=O)C2CC(=O)N(C)Cc2nccs2)c(OC)c1 (stereo not drawn)
 : -15% | -13% | 0%[57.1 µM] | -0.4 | -6% | 0 | 6%[57.1 µM] | -0.2 | 10
- COc1ccc(-n2nc(C(=O)O)c3ccccc3c2=O)cc1
 : 1% | -2% | 11% | -1.2 | 4% | -2 | -8% | 0.2 | 2
- Cn1cccc1/C=C1\SC(=O)N(CC(=O)Nc2ccc(F)cc2)C1=O
 : -7% | ? | 13% | -3.5 | -5% | 24 | 1% | -3.1 | -1
- C=CC[C@H](CC(=O)N(CCO)Cc1ccccc1)C(=O)N[C@H](COC(=O)[C@@H](CC=C)Cc1ccc(F)cc1)Cc1ccccc1
 : ? | 2% | 26% | . | -6% | . | 1% | . | .
- COc1ccccc1/C=N/NC(=O)CNC(=O)c1ccc(S(=O)(=O)N2CCCC2)cc1
 : -5% | 2% | 11% | . | 0% | . | 3% | -0.1 | 2
- CC(C)(C)c1ccc(OCC(=O)Nc2cccc(S(=O)(=O)NC3=NCCCCC3)c2)cc1
 : -5% | ? | 12% | 0.1 | -6% | -8 | -4% | 0.0 | 2
- CCn1nnc(NC(=O)c2cc3ccccc3o2)n1
 : -5% | 1% | 22% | 0.2 | -2% | 2 | 4% | 0.3 | 12
- COc1ccc(Nc2nc(NCCO)nc(OC)n2)cc1
 : 6% | -3% | -7%[57.1 µM] | 0.6 | -1% | -5 | -4%[57.1 µM] | -0.4 | 1
- Cc1ccc(Nc2c(-c3c[nH]c4ccccc34)nc3ccccn23)cc1
 : ? | -1% | -21% | 0.2 | -9% | . | 87%[activator] | -0.4 | 4
- COc1cc(NC(=O)N(Cc2ccco2)C2CCN(C(C)=O)CC2)cc(OC)c1OC
 : -6% | -3% | -3% | . | 0% | . | -1% | -1.4 | -6
- CCOc1cc(/C=C/c2nc3ccccc3s2)ccc1OCC(=O)N1CCOCC1
 : -22% | -2% | -11% | -1.1 | 3% | -11 | 13% | -0.2 | 5
- CCOC(=O)c1cc(-c2ccccc2)n(-c2cccc(C(=O)Nc3cccc(F)c3)c2)c1C
 : -6% | 8% | 9%[57.1 µM] | -0.5 | 13% | . | 3%[57.1 µM] | 0.8 | -1
- C(=N\N=C\c1ccccc1)/c1ccccc1
 : -5% | 0% | 14%[57.1 µM] | -0.1 | 4% | -20 | 0%[57.1 µM] | -0.3 | 1
- CCOc1ccc(NC(=O)C2CCCN2C(=O)NC2CCCCC2)cc1 (stereo not drawn)
 : -17% | -10% | 14%[0.0914 µM] | 0.6 | 3% | 7 | -6%[57.1 µM] | 0.4 | 3
- CCOC(=O)C1=C(COC(=O)CCS(=O)(=O)c2ccc(C)cc2)NC(=O)NC1C (stereo not drawn)
 : -4% | -1% | 12% | -0.6 | 6% | -6 | 4% | -0.1 | 16
- NCCCC[C@@H]1NC(=O)c2cc([N+](=O)[O-])cc(I)c2SC[C@@H](C(=O)NCC(N)=O)NC(=O)CNC1=O
 : 8% | -5% | 24% | -0.4 | 0% | 17 | -4% | 0.1 | -2
- CCn1nc(C)c(/C=N/NC(=O)Cn2nc(C)cc2C)c1C
 : 1% | -1% | -13%[57.1 µM] | . | 14% | . | -3%[57.1 µM] | -1.6 | -2
- Cc1ccc(C)c(-c2csc(-c3cccnc3)n2)c1
 : ? | 0% | 28% | -0.4 | 0% | -7 | 6% | 0.2 | -5
- Cc1cccc(N2CC(C(=O)Nc3nnc(SCCN4CCOCC4)s3)CC2=O)c1 (stereo not drawn)
 : ? | 1% | ? | . | 0% | . | -5% | 1.0 | 0
- CCCCc1n[nH]c(=S)n1Cc1ccccc1
 : -9% | -2% | -6% | -1.2 | 2% | 1 | 1% | -0.4 | 10
- COCCN(C(=O)c1sc2ccccc2c1Cl)c1c(N)n(CC(C)C)c(=O)[nH]c1=O
 : -12% | 3% | 5% | -0.1 | -1% | 18 | -1% | 0.2 | 5
- O=S(=O)(c1c(F)cccc1F)C1CCN(S(=O)(=O)c2ccc3c(c2)OCCO3)CC1
 : . | 9%&0% | 41%[activator] | . | . | . | 9% | -0.3 | -1
- Cc1nc2ccccc2n1CCOc1ccc([N+](=O)[O-])cc1
 : -22% | -3% | 3%[57.1 µM] | 0.1 | -6% | -5 | 0%[57.1 µM] | 0.6 | -3
- CCn1c(=O)n(CC)c2cc(S(=O)(=O)N3CCc4ccccc43)ccc21
 : -12% | ? | 3% | 3.8 | 27% | 17 | 8% | 8.2 | -3

# A run of entries taken from the entries so far, for reference:
# Every second line gives: USP1 inh | Pin1 inh | TrxR1 inh | D2 agonist | mIDH1 inhibitor | D2 antag | TrxR1 substrate | TRHR agonist | TRHR enhancer
- Cc1ccc(Nc2c(-c3c[nH]c4ccccc34)nc3ccccn23)cc1
 : ? | -1% | -21% | 0.2 | -9% | . | 87%[activator] | -0.4 | 4
- COc1cc(NC(=O)N(Cc2ccco2)C2CCN(C(C)=O)CC2)cc(OC)c1OC
 : -6% | -3% | -3% | . | 0% | . | -1% | -1.4 | -6
- CCOc1cc(/C=C/c2nc3ccccc3s2)ccc1OCC(=O)N1CCOCC1
 : -22% | -2% | -11% | -1.1 | 3% | -11 | 13% | -0.2 | 5
- CCOC(=O)c1cc(-c2ccccc2)n(-c2cccc(C(=O)Nc3cccc(F)c3)c2)c1C
 : -6% | 8% | 9%[57.1 µM] | -0.5 | 13% | . | 3%[57.1 µM] | 0.8 | -1
- C(=N\N=C\c1ccccc1)/c1ccccc1
 : -5% | 0% | 14%[57.1 µM] | -0.1 | 4% | -20 | 0%[57.1 µM] | -0.3 | 1
- CCOc1ccc(NC(=O)C2CCCN2C(=O)NC2CCCCC2)cc1 (stereo not drawn)
 : -17% | -10% | 14%[0.0914 µM] | 0.6 | 3% | 7 | -6%[57.1 µM] | 0.4 | 3
- CCOC(=O)C1=C(COC(=O)CCS(=O)(=O)c2ccc(C)cc2)NC(=O)NC1C (stereo not drawn)
 : -4% | -1% | 12% | -0.6 | 6% | -6 | 4% | -0.1 | 16
- NCCCC[C@@H]1NC(=O)c2cc([N+](=O)[O-])cc(I)c2SC[C@@H](C(=O)NCC(N)=O)NC(=O)CNC1=O
 : 8% | -5% | 24% | -0.4 | 0% | 17 | -4% | 0.1 | -2
- CCn1nc(C)c(/C=N/NC(=O)Cn2nc(C)cc2C)c1C
 : 1% | -1% | -13%[57.1 µM] | . | 14% | . | -3%[57.1 µM] | -1.6 | -2
- Cc1ccc(C)c(-c2csc(-c3cccnc3)n2)c1
 : ? | 0% | 28% | -0.4 | 0% | -7 | 6% | 0.2 | -5
- Cc1cccc(N2CC(C(=O)Nc3nnc(SCCN4CCOCC4)s3)CC2=O)c1 (stereo not drawn)
 : ? | 1% | ? | . | 0% | . | -5% | 1.0 | 0

# Only part of the results is shown. The share of hits here may be higher or lower than overall.
